GalR3 antag: blocks the human galanin receptor 3; AID 651719; O60755; 360,000 compounds, 0.44% hits; HEK293 GalR3-CNG cAMP membrane potential fluorescence; galR3 body fused to GalR1 C-terminus; inhibition, % at 3 µM;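 active = inhibition above the screen-wide average plus 3 SD, cut at about 13% in these data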;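 also: forskolin and galanin both at EC90 stimulate the cells; cAMP rise reported by CNG channel membrane potential dye signal; 0% = forskolin plus galanin with DMSO and 100% = forskolin alone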
Target sequence (O60755 1-299 limits assumed): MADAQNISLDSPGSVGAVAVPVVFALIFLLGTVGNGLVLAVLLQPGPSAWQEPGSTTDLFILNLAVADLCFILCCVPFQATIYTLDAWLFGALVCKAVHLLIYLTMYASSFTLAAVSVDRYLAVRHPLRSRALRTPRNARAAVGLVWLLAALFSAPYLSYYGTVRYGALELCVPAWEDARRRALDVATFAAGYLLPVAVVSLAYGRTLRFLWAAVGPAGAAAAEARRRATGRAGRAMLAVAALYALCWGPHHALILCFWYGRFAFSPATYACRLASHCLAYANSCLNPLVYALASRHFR
OXTR ag: agonists of human oxytocin receptor; P30559; CHO-OTR cells, Fluo-8 calcium fluorescence; normalized: DMSO 0%, oxytocin 100%; AID 2435; 320,000 compounds, 0.32% hits; activation, % at 3 µM;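 active = activation above the mean of all tested compounds plus 3 SD, cutoff set per screening run, cut at about 20% in these data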;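 also: peak over basal fluorescence ratio from a 100 s FLIPR kinetic read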
Target sequence (P30559 whole entry, looked up): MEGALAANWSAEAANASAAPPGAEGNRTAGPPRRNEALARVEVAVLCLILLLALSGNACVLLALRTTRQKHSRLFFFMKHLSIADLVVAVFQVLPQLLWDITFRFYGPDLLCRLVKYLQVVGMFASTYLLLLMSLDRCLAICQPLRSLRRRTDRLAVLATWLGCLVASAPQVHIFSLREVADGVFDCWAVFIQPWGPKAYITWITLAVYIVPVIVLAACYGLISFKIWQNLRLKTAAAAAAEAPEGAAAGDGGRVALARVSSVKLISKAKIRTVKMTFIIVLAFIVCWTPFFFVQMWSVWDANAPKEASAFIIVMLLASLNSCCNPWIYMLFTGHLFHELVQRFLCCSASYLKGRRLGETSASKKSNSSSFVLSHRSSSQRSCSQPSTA
MEKK2mut PB1 HTS: signal of MEK5 binding to mutant human MEKK2 PB1 domain. bead flow cytometry, Alexa488-MEK5 binding to MEKK2 mutant. percent response, % at 10 µM. 290,000 compounds, 0.35% hits; in the data active = percent response above about 24%, passing the limit was not always enough; also: inactives centre near 1; some results filed as inactive read as strong as hits; reference of the scale not given here
NALP1 yeast inh: NALP1 inhibition. S. cerevisiae NALP1/ASC/caspase-1 growth, X-gal OD620, 72 h. inhibition, % at 10 µM. 280,000 compounds, 0.61% hits. AID 2071; in the data active = inhibition mostly above about 24%, no sharp cut-off; inactive = mostly below about 32%; also: some compounds called inactive have numbers as strong as hits
MEKK2 WT-MEK5: raises or lowers MEK5 binding to wildtype human MEKK2 PB1 domain | 290,000 compounds, 1.1% hits | Q9Y2U5 | binding response (% of control), % at 10 µM | bead flow cytometry, Alexa488-MEK5 binding to MEKK2 WT; actives lie on both sides; in the data active = binding response below about 67% or above about 130%
PHOSPHO1 block: inhibitors of human PHOSPHO1 phosphatase | Q8TCT1 | 290,000 compounds, 1.1% hits | recombinant PHOSPHO1, absorbance phosphatase assay | inhibition, % at 13.3 µM; in the data active = inhibition above about 60%
Target sequence (Q8TCT1 whole entry, looked up): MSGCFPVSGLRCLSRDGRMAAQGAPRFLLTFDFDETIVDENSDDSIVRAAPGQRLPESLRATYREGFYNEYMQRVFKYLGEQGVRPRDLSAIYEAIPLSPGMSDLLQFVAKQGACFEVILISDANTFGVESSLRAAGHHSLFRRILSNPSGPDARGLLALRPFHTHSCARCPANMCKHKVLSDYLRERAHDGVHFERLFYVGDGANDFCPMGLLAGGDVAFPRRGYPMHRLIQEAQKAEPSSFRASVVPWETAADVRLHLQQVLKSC
V1aR counter: counter-screen for oxytocin receptor agonists: human V1a receptor agonists. P37288. CHO-V1R cells, Fluo-8 calcium fluorescence, agonist mode; 0% DMSO, 100% 3 nM vasopressin. activation, % at 3 µM. 320,000 compounds, 0.25% hits;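 active = activation above the mean activation of all tested compounds plus 3 SD, per screening run, cut at about 20% in these data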;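 also: signal is peak over basal fluorescence ratio across a 100 second FLIPR read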
GPR7 antag: human neuropeptides B/W receptor 1 antagonism; P48145; AID 1861; inhibition, % at 4.4 µM; GPR7-expressing cells, fluorescence antagonist assay; 290,000 compounds, 1.1% hits; in the data active = inhibition above about 16%, passing the limit was not always enough;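 also: cells stimulated with the agonist NPW; 0% = agonist with vehicle and 100% = vehicle without agonist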
MEKK3 PB1 HTS: raises or lowers MEK5 binding to the human MEKK3 PB1 domain; Q99759; bead-based flow cytometry, Alexa488-MEK5 binding to MEKK3; actives lie on both sides; 0 = blocked by unlabeled MEK5, 100 = vehicle; binding response (% of control), % at 10 µM; 290,000 compounds, 1.4% hits;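 active = binding response more than 3 SD above or below the average of its plate-row segment, actives on both sides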;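 also: Alexa488 bead fluorescence after subtracting the streptavidin-only scavenger bead signal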
Starred values were filed as active, the others as inactive; nt = not tested or not shown.

Values run as follows: V1aR counter | OXTR ag | NALP1 yeast inh | MEKK2mut PB1 HTS | PHOSPHO1 block | GPR7 antag | GalR3 antag | MEKK2 WT-MEK5 | MEKK3 PB1 HTS
O=C(Cn1cccc1)Nc1ccc(OC(F)(F)F)cc1
    1.8 | 0.2 | 1 | 14 | 1 | 9 | -7 | 110 | 110
CN(CC(=O)Nc1ccc(Cl)cc1)C(=O)CNC(=O)c1ccc2ccccc2c1
    5.0 | -0.3 | 5 | 8 | 29 | -11 | 2 | 113 | 103
CC(C)CC(=O)NC(=S)N1CCN(c2ccc([N+](=O)[O-])cc2Cl)CC1
    2.0 | -0.3 | 30 | -5 | -22 | -7 | -2 | 97 | 91
CCN1CCN(c2ccc(NC(=O)c3ccc4c(c3)[nH]c(=O)n4Cc3ccc(OC)cc3)cc2)CC1
    -0.3 | -1.4 | 9 | 0 | 3 | -7 | 2 | 100 | 94
Cc1nnc(NC(=O)c2ccccc2Br)s1
    1.4 | -0.2 | -3 | nt | -6 | -9 | -2 | nt | nt
N#Cc1cc(C(=O)c2cc(Br)ccc2O)cn(Cc2ccccc2)c1=O
    5.1 | 3.1 | -11 | -7 | 9 | -15 | -4 | 85 | 99
CCOC(=O)c1c(-c2ccccc2)csc1NC(=S)N(CC)CC
    nt | nt | 17 | 11 | -4 | -10 | 12 | 119 | 100
O=C(COC(=O)c1ccccc1NS(=O)(=O)c1cccs1)NC1CCCCC1
    1.0 | 0.0 | 10 | 3 | -6 | 0 | -11 | 103 | 101
CN(C(=O)C1CCN(S(=O)(=O)c2cccc3nonc23)CC1)C1CCCCC1
    2.6 | 0.4 | 29 | 3 | 13 | 9 | 3 | 93 | 94
Cc1ccc(S(=O)(=O)Nc2c(C)n(C)n(-c3ccccc3)c2=O)cc1C(=O)OCC(=O)N1CCCC(C)C1 (configuration not stated)
    -0.6 | -0.5 | 1 | -3 | 20 | -5 | -8 | 99 | 100
Cc1ccc(OCC(=O)N/N=C2\CC(=O)CC(C)(C)C2)c(Br)c1
    nt | nt | 3 | 2 | 26 | -3 | 0 | 101 | 102
O=C(Nc1cccc(Cl)c1)NC1(C(=O)NCc2cccs2)CCCCC1
    -0.3 | 0.1 | 12 | 6 | -18 | -17 | 1 | 108 | 108
Cc1ccccc1C(=O)NNC(=O)C(C)N1C(=O)c2ccccc2C1=O (configuration not stated)
    0.6 | -0.1 | 30 | 5 | 53 | -7 | -10 | 100 | 103
O=C(CCCCCNc1nc(=S)[nH]c2ccccc12)NCCc1ccccc1
    1.7 | 1.2 | 7 | 0 | -22 | 0 | -13 | 105 | 116
CCOc1cc(C(=S)N2CCN(C)CC2)ccc1OCC(=O)N1CCCC1
    0.3 | -0.5 | 6 | 8 | 15 | -14 | -2 | 106 | 102
COc1cc(NC(=O)C2CCN(S(=O)(=O)c3ccc4[nH]c(=O)oc4c3)CC2)cc(OC)c1
    0.2 | -1.1 | 7 | 10 | 17 | 8 | -7 | 105 | 106
CCOC(=O)c1cn(CC)c2cc(N3CCSCC3)c(F)cc2c1=O
    0.1 | 0.0 | 4 | 3 | -2 | -14 | -3 | 102 | 102
Cc1c(Cl)cccc1NC(=S)NC1CCN(C(C)C)CC1
    0.8 | 2.2 | 2 | -6 | 28 | 3 | -5 | 96 | 96
COc1ccccc1NC(=O)CC1C(=O)Nc2ccccc2N1C(=O)c1ccccc1 (configuration not stated)
    -0.3 | 0.4 | 11 | -27 | -10 | 6 | -3 | 64 | 60
CNC(=O)n1ccc(C(=O)N2CCCCC2)n1
    3.4 | 0.5 | 14 | 3 | 15 | -17 | -3 | 109 | 104

Overlap with the part before: two compounds; new compounds follow.
Values run as follows: V1aR counter | OXTR ag | NALP1 yeast inh | MEKK2mut PB1 HTS | PHOSPHO1 block | GPR7 antag | GalR3 antag | MEKK2 WT-MEK5 | MEKK3 PB1 HTS
COc1ccccc1NC(=O)CC1C(=O)Nc2ccccc2N1C(=O)c1ccccc1 (configuration not stated)
    -0.3 | 0.4 | 11 | -27 | -10 | 6 | -3 | 64 | 60
CNC(=O)n1ccc(C(=O)N2CCCCC2)n1
    3.4 | 0.5 | 14 | 3 | 15 | -17 | -3 | 109 | 104
COC(=O)c1nn(-c2cccc(Cl)c2)ccc1=O
    -0.6 | 0.3 | -10 | 1 | 51 | -20 | -2 | 104 | 102
O=C(Nc1ccccc1N1CCOCC1)C1CCN(S(=O)(=O)c2ccccc2F)CC1
    1.2 | -0.9 | 17 | 1 | -15 | 1 | -10 | 108 | 107
COC(=O)CSc1nnc(C)n1-c1cccc(OC)c1
    0.7 | 0.5 | 11 | -3 | 22 | 8 | -3 | 96 | 96
Cc1ccc(S(=O)(=O)Nc2cc(=O)[nH]c(SCC(=O)Nc3ccccc3Cl)n2)cc1
    nt | nt | 11 | -4 | 41 | -2 | -5 | 95 | 97
COC(=O)C12CCC3(SCCS3)C(C(=O)OC)(CCC13SCCS3)C2
    0.7 | -1.3 | 31 | -2 | 1 | -3 | 0 | 94 | 98
COc1ccc(N2CCN(c3ccc(N4C(=O)CC(C)C4=O)cc3[N+](=O)[O-])CC2)cc1 (configuration not stated)
    12 | 10 | -10 | -11 | 24 | 0 | 0 | 90 | 98
CCCOC(=O)CCCN1C(=O)/C(=C2\SC(=S)N(CCCC(=O)OCCC)C2=O)SC1=S
    0.3 | -0.6 | -7 | -9 | 0 | -20 | 3 | 74 | 92
CC1CN(S(=O)(=O)c2cccc(C(=O)OC/C(O)=C(\C#N)c3nc4ccccc4[nH]3)c2)CC(C)O1 (configuration not stated)
    0.3 | -1.0 | 19 | -1 | -16 | -10 | -3 | 96 | 102
COc1ccc(CCN2CC(C(=O)NCCN3CCOC3=O)CCC2=O)cc1 (configuration not stated)
    0.2 | 0.4 | 16 | 0 | 31 | -12 | -3 | 102 | 98
CCOc1ccc(C2CC(c3cccc(OC)c3)Nc3ncnn32)cc1 (configuration not stated)
    0.9 | 1.6 | -11 | 0 | 11 | nt | -1 | 102 | 102
COc1ccc(N2CCN(Cc3csc(C)c3-c3ccc(C)cc3)CC2)cc1
    -0.7 | -2.3 | 16 | 17 | 42 | -20 | -8 | 128 | 110
COC(C[C@@H](O)C[C@H](O)[C@H](C)OCc1ccccc1)OC
    0.1 | 0.9 | nt | -6 | nt | nt | 3 | 92 | 98
C=Cn1cc[n+](CC(=O)c2ccc(-c3ccccc3)cc2)c1
    1.6 | -0.6 | 17 | 1 | 30 | 14 | -6 | 121 | 102
COc1cc(-c2nc3n(n2)C(c2cccc(OC)c2OC)C2=C(CCCC2=O)N3)cc(OC)c1OC (configuration not stated)
    -0.7 | -0.4 | -6 | -9 | 16 | -14 | 1 | 87 | 87
CCOc1ccc(/C(C)=N/NC(=O)Cn2nc([N+](=O)[O-])cc2C)cc1
    1.0 | 0.4 | 12 | -5 | 7 | -10 | -5 | 96 | 96
O=S(=O)(c1ccccc1)N(Cc1ccccn1)Cc1ccccn1
    1.1 | 1.0 | -11 | 2 | 31 | -4 | -3 | 103 | 104
CN(Cc1nc2c(s1)CCCC2)C(=O)CCc1nnc(-c2ccccc2)o1
    0.0 | -1.4 | 15 | 0 | 15 | -16 | -2 | 95 | 101
CC(C)Cn1c(N)c(C(=O)CSc2cc(Cl)ccc2Cl)c(=O)n(C)c1=O
    0.9 | 0.7 | 20 | 0 | -5 | -13 | nt | 99 | 96
CCC(C)(C)NC(=O)C(c1ccc(OC)cc1)N(C(=O)CCC(=O)Nc1cc(C)on1)c1ccccc1F (configuration not stated)
    0.0 | 0.4 | 10 | 3 | 0 | 5 | -9 | 101 | 101
O=C(CSc1ccc(-c2ccc(F)cc2)nn1)NCC1CCCO1 (configuration not stated)
    2.1 | -0.4 | 7 | -14 | 24 | 7 | -2 | 80 | 76

Two consecutive compounds out of the list so far, quoted:
Values run as follows: V1aR counter | OXTR ag | NALP1 yeast inh | MEKK2mut PB1 HTS | PHOSPHO1 block | GPR7 antag | GalR3 antag | MEKK2 WT-MEK5 | MEKK3 PB1 HTS
CC(C)Cn1c(N)c(C(=O)CSc2cc(Cl)ccc2Cl)c(=O)n(C)c1=O
    0.9 | 0.7 | 20 | 0 | -5 | -13 | nt | 99 | 96
CCC(C)(C)NC(=O)C(c1ccc(OC)cc1)N(C(=O)CCC(=O)Nc1cc(C)on1)c1ccccc1F (configuration not stated)
    0.0 | 0.4 | 10 | 3 | 0 | 5 | -9 | 101 | 101

The results go on.
Values run as follows: V1aR counter | OXTR ag | NALP1 yeast inh | MEKK2mut PB1 HTS | PHOSPHO1 block | GPR7 antag | GalR3 antag | MEKK2 WT-MEK5 | MEKK3 PB1 HTS
CC(C)Sc1nc(N)nc(-c2cccs2)c1C#N
    -1.5 | -2.8 | 15 | 9 | -46 | -3 | -2 | 113 | 108
Cc1nn(-c2ccccc2)c(N2CCCC2)c1/C=N/NC(=O)c1cccc(S(=O)(=O)Nc2ccc(Cl)cc2)c1
    0.3 | -0.4 | nt | -1 | -9 | -13 | 7 | 106 | 100
O=C(CN1CCN(Cc2ccc(Cl)cc2)C1=O)NCCN1CCCC1
    1.0 | 0.1 | 37 | 1 | -6 | -18 | 0 | 105 | 109
CCCCCCc1nc(C(N)=O)c2[nH]c(=O)n(-c3ccc(OC)cc3OC)c2n1
    0.1 | -1.1 | 17 | 0 | 15 | -8 | -12 | 98 | 101
COc1ccc(CCCNC(=O)C2CCC(=O)N(Cc3ccccc3F)C2)cc1 (configuration not stated)
    -0.1 | -0.2 | -2 | 8 | 40 | -3 | -8 | 108 | 101
O=C(NCc1csc(-c2cccs2)n1)c1ccsc1
    -0.4 | -0.3 | 20 | 4 | 4 | -11 | -3 | 103 | 100
O=C(c1cnccn1)N(c1ccccc1)C1(C(=O)NC2CCCC2)CCCCC1
    -0.2 | -1.3 | 15 | nt | -4 | -12 | 0 | nt | nt
C=CCN1C(=Nc2cccnc2)SCC1(O)c1ccc(C)cc1 (configuration not stated)
    1.9 | 7.1 | 5 | -5 | 38 | 24 | nt | 96 | 97
COc1cc(NC(=O)c2ccccc2-c2ccccc2)cc(OC)c1
    -0.6 | -1.8 | 23 | 2 | -15 | -9 | 0 | 105 | 108
CCCCNC(=O)c1onc(CSc2ccccc2C)c1C(=O)O
    0.8 | -0.9 | -5 | 6 | -23 | 5 | -4 | 113 | 109
CC(C)CN1CCN(C(=O)CCc2nnc(Cc3c[nH]c4ccccc34)o2)[C@@H](C)C1=O
    nt | nt | -2 | 1 | 66* | -17 | 3 | 101 | 100
O=C(c1ccccc1)N1CCN(c2ccc([N+](=O)[O-])c(N3CCOCC3)c2)CC1
    -0.8 | -1.1 | 34 | -2 | -16 | -2 | -4 | 102 | 101
COc1ccc(NC(=O)c2cc3c(=O)n(C)c4ccccc4c3s2)cc1OC
    0.8 | 0.8 | 4 | -4 | 13 | -9 | -1 | 90 | 98
COc1ccc(C(=O)N2CCN(CCCc3ccccc3)CC2)cc1OC
    3.7 | -0.3 | 7 | -17 | nt | 0 | -9 | 97 | 95
CN(Cc1ccccc1)C(=O)COC(=O)/C=C/c1ccco1
    -0.6 | 0.6 | -11 | -5 | -27 | 4 | 6 | 91 | 98
COc1cccc(-c2nnc(SCC(=O)OC(C)C)n2Cc2ccco2)c1
    0.1 | 0.2 | 2 | 6 | 72* | 8 | 0 | 106 | 105
O=C(Nc1ccc2c(c1)C(=O)N(CC1CCCO1)C2=O)c1cccc(Br)c1 (configuration not stated)
    10 | 11 | 2 | -10 | 11 | 5 | -2 | 100 | 98
COc1ccc(N(C(=O)CCl)C(C(=O)NCCc2ccccc2)c2cccs2)cc1 (configuration not stated)
    -0.3 | -1.5 | 4 | 0 | -18 | 16 | 1 | 99 | 99

Source: PubChem BioAssay

The order is random. Share with any hit: about 5.4%.
